TRHR ag: qHTS for Small Molecule Agonists and Allosteric Enhancers of Human TRH Receptor: Primary Screen for Agonists | Thyrotropin-releasing hormone receptor (Homo sapiens), P34981 | activation, % at 2 µM | TRHR cells, calcium flux fluo-8, FDSS agonist mode | 360,000 compounds, 0.18% hits; in the data active = activation above about 30%; note: 0% is about no effect
Target sequence (P34981 whole entry, looked up): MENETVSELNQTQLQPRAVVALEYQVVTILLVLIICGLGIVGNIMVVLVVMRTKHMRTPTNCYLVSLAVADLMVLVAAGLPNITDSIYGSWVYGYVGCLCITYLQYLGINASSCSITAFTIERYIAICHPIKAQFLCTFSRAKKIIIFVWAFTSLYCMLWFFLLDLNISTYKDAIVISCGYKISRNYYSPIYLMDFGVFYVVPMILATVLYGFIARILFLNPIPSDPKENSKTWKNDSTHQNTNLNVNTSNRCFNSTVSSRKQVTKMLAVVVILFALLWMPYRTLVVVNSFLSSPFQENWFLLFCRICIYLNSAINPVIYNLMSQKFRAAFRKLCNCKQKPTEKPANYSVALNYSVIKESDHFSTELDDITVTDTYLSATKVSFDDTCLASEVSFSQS
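In this calcium-flux screen, cells bearing human TRHR are dye-loaded with fluo-8, baselined for 10 cycles, then exposed to library compounds; positive kinetic calcium responses during the agonist phase mark hits, with TRH as control.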
IDH1 R132H inh: qHTS for Inhibitors of mutant isocitrate dehydrogenase 1 (IDH1): qHTS | Isocitrate dehydrogenase [NADP] cytoplasmic (Homo sapiens), O75874 | IDH1-R132H enzyme, NADPH consumption, diaphorase/resazurin fluorescence | Potency, µM (doses to about 76.6 µM), inactives show top-dose activity change, negative = inhibition, usual class: inhibitors | 390,000 compounds, 0.093% hits | AID 602179, 2012; note: potency is the fitted concentration of half-maximal effect; % is set by controls: 0 for no effect and ±100 for the full control effect; nearly all actives have a fitted effect of over 65% in size
Target sequence (O75874 whole entry R132H, stated change not applied): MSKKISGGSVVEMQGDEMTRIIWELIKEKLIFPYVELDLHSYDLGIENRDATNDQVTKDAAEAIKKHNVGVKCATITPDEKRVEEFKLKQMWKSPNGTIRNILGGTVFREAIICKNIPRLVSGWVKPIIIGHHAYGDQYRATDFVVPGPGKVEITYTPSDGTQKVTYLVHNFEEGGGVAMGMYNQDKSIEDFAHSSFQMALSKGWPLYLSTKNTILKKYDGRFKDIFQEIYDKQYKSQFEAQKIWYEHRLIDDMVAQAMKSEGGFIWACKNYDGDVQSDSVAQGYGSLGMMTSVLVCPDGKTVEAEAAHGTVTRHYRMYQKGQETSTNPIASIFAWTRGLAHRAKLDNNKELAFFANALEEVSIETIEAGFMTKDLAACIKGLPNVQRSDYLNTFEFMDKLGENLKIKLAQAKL
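IDH1-R132H (0.5 ug/mL dispensed) in pH 7.5 Tris buffer was preincubated 30 min with compound, then given a substrate mix of 0.016 mM NADPH and 2 mM alpha-KG for 80 min at room temperature; remaining NADPH was read by diaphorase/resazurin fluorescence.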
Pin1 inhibitor: qHTS Assay to Find Inhibitors of Pin1 | Pin1 FP peptide displacement, HiFluor488, 10 min | Potency, µM (highest dose often 115 µM), for inactives: top-dose activity, negative = inhibition, hits mostly inhibitors | 390,000 compounds, 0.009% hits; active = well fitted inhibition curve with a large enough effect in the polarisation, with a control signal flat, not every such curve was filed as active; inconclusive = small, poorly fitted or top-dose-only effect, or effect the other way, or a change in a side signal; inactive = no such curve, though single readings can be large or run the other way; the % refers to the polarisation; note: potency is the fitted concentration of half-maximal effect; % is set by controls: 0 for no effect and ±100 for the full control effect
Target sequence (Q13526 whole entry, looked up): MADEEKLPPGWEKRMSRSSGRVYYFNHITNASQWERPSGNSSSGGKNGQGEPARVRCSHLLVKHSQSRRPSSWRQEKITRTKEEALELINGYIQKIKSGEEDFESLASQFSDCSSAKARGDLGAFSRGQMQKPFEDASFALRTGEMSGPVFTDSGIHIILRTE
D2 antag: HTS Assay for Allosteric Antagonists of the Human D2 Dopamine Receptor: Primary Screen for Antagonists; D(2) dopamine receptor (Homo sapiens), P14416; HEK293 TREx D2 cells, calcium flux, dopamine EC80; inhibition, % at 10 µM; 340,000 compounds, 2% hits; in the data active = inhibition above about 30%; note: 0% is about no effect
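Inhibition of EC80 dopamine-driven calcium flux, recorded kinetically, defines activity here; cells are a tetracycline-induced HEK293 T-REx line expressing force-coupled D2.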
D2 ag: HTS Assay for Allosteric Agonists of the Human D2 Dopamine Receptor: Primary Screen for Agonists; AID 485358, 2010; HEK293 T-REx D2 cells, calcium flux agonist mode; 340,000 compounds, 0.53% hits; activation, % at 2 µM; D(2) dopamine receptor (Homo sapiens), P14416;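 active = activation over 3 SD above normal in the single-dose calcium agonist read, cut at about 30% in these data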; note: 0% is about no effect
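In this primary screen, compounds producing a positive calcium signal within 180 s of addition to tetracycline-induced, force-coupled HEK293 Trex D2 cells are flagged; cells are dye-loaded with a no-wash calcium kit beforehand.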
TrxR1 substrate: qHTS Assay for Substrates of Mammalian Selenoprotein Thioredoxin Reductase 1 (TrxR1): qHTS; Thioredoxin reductase 1, cytoplasmic (Rattus norvegicus), O89049; purified TrxR1 substrate turnover, NADPH consumption readout; Potency, µM (top dose mostly 114 µM), for the others: at the highest dose activity change, negative = substrate turnover; 390,000 compounds, 0.01% hits; note: potency is the fitted concentration of half-maximal effect; % is set by controls: 0 for no effect and ±100 for the full control effect; nearly all actives have a fitted effect of over 50% in size
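Rat TrxR1, dispensed at 90 nM, was prereduced with 400 uM NADPH (final) for 5 min at ~22 deg C, then incubated with compound 15 min before 400 uM selenite. A first-read NADPH fluorescence drop versus no-compound background flagged substrates.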
USP1 inh: Inhibitors of USP1/UAF1: Primary Screen. Ubiquitin carboxyl-terminal hydrolase 1 (Homo sapiens), O94782. recombinant USP1/UAF1, Ub-Rhodamine cleavage fluorescence. Potency, µM (doses to about 57.1 µM), inactives show top-dose activity change, negative = inhibition, actives largely listed as inhibitors. 390,000 compounds, 0.23% hits; note: potency is the fitted concentration of half-maximal effect; % is set by controls: 0 for no effect and ±100 for the full control effect; nearly all actives have a fitted effect of over 60% in size; inactives centre near -12
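In this screen, compounds sit with the deubiquitinase complex (1nM) for 15 min at room temperature before Ub-Rho is added at 150nM final. Fluorescence rise is then followed for 6 reads every 60 seconds.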
TrxR1 inh: qHTS Assay for Inhibitors of Mammalian Selenoprotein Thioredoxin Reductase 1 (TrxR1): qHTS; Thioredoxin reductase 1, cytoplasmic (Rattus norvegicus), O89049; recombinant rTrxR1, NADPH fluorescence consumption, selenite substrate; Potency, µM (highest dose often 114 µM), for inactives: at the top dose activity change, negative = inhibition, actives largely listed as inhibitors; 390,000 compounds, 1% hits; AID 588453, 2011; note: potency is the fitted concentration of half-maximal effect; % is set by controls: 0 for no effect and ±100 for the full control effect; nearly all actives have a fitted effect of over 65% in size
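Rat TrxR1 (90 nM in the dispensed reagent) was pre-reduced with 400 uM NADPH for 5 min at room temperature, then incubated with compound for 15 min. After 400 uM selenite was added, NADPH fluorescence (Ex 340/Em 450 nm) was followed for 8 min.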
TRHR enhancer: qHTS for Small Molecule Agonists and Allosteric Enhancers of Human TRH Receptor: Primary Screen for Enhancers; Thyrotropin-releasing hormone receptor (Homo sapiens), P34981; TRHR cells, fluo-8 calcium fluorescence, EC20 TRH enhancement; enhancement, % at 2 µM; 360,000 compounds, 0.66% hits; AID 493056, 2011; in the data active = enhancement above about 30%; note: 0% is about no effect
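Enhancer read-out: after compound pinning and an initial kinetic agonist-mode read, an EC20 of TRH (10 nM final) was injected and fluo-8 calcium signal (Ex 480/Em 530) followed at 1 s/cycle for 100 cycles in TRHR-expressing cells.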
Active calls of the source: *; ? = inconclusive; · = not tested or not shown; [ ] = another dose, or the depositor's remark. Unless noted, calls come from the whole dose curve; as a rule, active = well fitted inhibition curve with a large enough effect; inconclusive = small, poorly fitted or top-dose-only effect; inactive = no such curve, though single readings can be large or run the other way. Some of the compounds tested. The share of hits here may be higher or lower than overall.

Results follow in this order: TRHR ag | IDH1 R132H inh | Pin1 inhibitor | D2 antag | D2 ag | TrxR1 substrate | USP1 inh | TrxR1 inh | TRHR enhancer
(1) COc1ccc2c(c1)CC1c3c(cc4c(c3-2)OCO4)CC[N+]1(C)[O-] (stereo not drawn)
→ 0.0 | -3% | 13% | -6 | -0.4 | 10%[57.1 µM] | ? | 11%[57.1 µM] | 1
(2) COc1ccc(N(Cc2ccccc2)C(=O)c2ccccc2[N+](=O)[O-])cc1
→ -0.2 | -2% | 0% | 22 | 0.3 | -2% | -14% | 13% | -2
(3) CCOc1ccccc1NC(=O)C1CCN(S(=O)(=O)c2ccccc2)CC1
→ -0.9 | -16% | 2% | · | · | 8% | -27% | 17% | -6
(4) COc1ccc(NC(=S)NNC(=O)COc2ccc(Cl)cc2Cl)cc1
→ 1.5 | -3% | -1% | -4 | 6.1 | -15% | -2% | ? | -2
(5) Cn1c(=O)c2[nH]c(SCCN)nc2n(C)c1=S
→ · | 2% | -4% | · | · | 3%[11.4 µM] | -5% | 14%[11.4 µM] | ·
(6) O=c1cc(O)n(-c2ccccc2F)c(=S)[nH]1
→ 0.1 | -9% | ? | -3 | 0.0 | 3%[57.1 µM] | -16% | ? | -6
(7) Cn1c(=O)c2cn(Cc3ccc(Cl)cc3)cc2n(C)c1=O
→ -1.4 | 5% | 2% | -7 | -0.1 | 4%[57.1 µM] | -2% | ? | -4
(8) C[C@]12CCC(=O)CC1CCC1C2CC[C@@]2(C)C1CC[C@@]21CCO1 (stereo partly drawn)
→ 0.2 | 4% | 2% | -21 | -1.0 | -9%[57.1 µM] | -14% | 16% | -1
(9) C[C@@H]1CN([C@H](C)CO)C(=O)c2cccc(NC(=O)c3ccncc3)c2O[C@@H]1CN(C)Cc1ccc(C(=O)O)cc1
→ · | -4% | -7% | · | · | 1% | ? | 1% | ·
(10) O=S(=O)(Nc1ccc(-c2ccc(N3CCCC3)nn2)cc1)c1cccc(C(F)(F)F)c1
→ -0.6 | 15% | 22% | · | · | -6%[57.1 µM] | -17% | 13%[57.1 µM] | -2
(11) O=C(COc1ccccc1)Nc1ccc(N2CCCCC2)cc1
→ -0.9 | -13% | -6% | 15 | 0.1 | 5%[57.1 µM] | -11% | 15%[57.1 µM] | -9
(12) CCOC(=O)N1CCN(C(=O)c2c[nH]c3ccc(S(=O)(=O)N(C)c4cccc(C)c4)cc3c2=O)CC1
→ 5.7 | -4% | -9% | -1 | 7.7 | 7% | -22% | 16% | -1
(13) CCC(=O)N1c2ccccc2CC1C(=O)NCc1cc(Br)ccc1OC (stereo not drawn)
→ 0.3 | 8% | -7% | · | -2.0 | -1%[57.1 µM] | -26% | 7%[57.1 µM] | -2
(14) COC(=O)c1ccc(C(=O)N2CCCC(N3CCN(c4ccc(F)cc4)CC3)C2)nc1 (stereo not drawn)
→ 0.7 | 0% | -11% | 0 | 2.5 | -6% | -7% | -15% | -3
(15) CC(C)(C)NS(=O)(=O)c1ccc(NC(=O)C(Sc2ccccc2)c2ccccc2)cc1 (stereo not drawn)
→ 2.5 | -4% | -1% | -1 | 0.8 | -9% | -16% | -3% | -8
(16) C=Cc1ccc(Cn2c(=O)n(C)c(=O)c3sccc32)cc1
→ -1.7 | -7% | -16% | 0 | 0.8 | 13% | -15% | 48%[activator] | -7
(17) CCOC(=O)N1CCC(=NNC(=O)c2cc3ccccc3cc2O)CC1
→ 0.9 | 7% | ? | -6 | 0.0 | -2% | -6% | -8% | 25
(18) CN(C(=O)c1ccc2c(c1)OCO2)C1CCCCC1
→ 0.4 | 6% | -6% | -2 | 1.0 | 2% | -10% | 14% | -6
(19) COc1ccc(Nc2nc(C)nc3sc4c(c23)CCC4)cc1O
→ 0.3 | -2% | 3% | -5 | 0.8 | -5%[57.1 µM] | -31% | -12%[57.1 µM] | 5
(20) CC(C)=NOc1nc(N(C)C)nc(N2CCOCC2)n1
→ -0.1 | 7% | -7% | -8 | 0.4 | 9%[57.1 µM] | -11% | 20%[57.1 µM] | 0
(21) COc1ccc(Cl)cc1NC(=O)COC(=O)CCc1cc(OC)c(OC)c(OC)c1
→ -0.2 | 2% | 13% | 6 | -1.0 | 5%[57.1 µM] | -1% | 13%[57.1 µM] | 8
(22) O=C(CN1CCCc2ccccc21)NC(=O)NC1CCCCC1
→ -1.0 | 1% | -6% | -10 | 1.0 | 8%[57.1 µM] | -21% | 22%[57.1 µM] | 4
(23) O=C1NC(c2ccccc2)N=C2Oc3ccccc3C=C12 (stereo not drawn)
→ · | -2% | 7% | · | · | 90%[57.1 µM] | -9% | -39%[57.1 µM] | ·
(24) COc1cccc(C(=O)Nc2ccccc2F)c1
→ -0.4 | -4% | -1% | 12 | -0.4 | 6%[57.1 µM] | -8% | 14%[57.1 µM] | -2
(25) COc1cc(C(=O)NC(=S)N2CCCCCC2)cc(OC)c1OC
→ -0.3 | 0% | -5% | 16 | 5.6 | 9%[57.1 µM] | 6% | 15%[57.1 µM] | 4
(26) CSc1ccc(CCNC(=O)CN2C(=O)c3cccnc3Oc3ccc(Cl)cc32)cc1
→ -0.2 | 6% | 11% | · | -1.8 | -7% | -16% | -7% | -14
(27) COc1ccc(-n2c(CCc3ccccc3)nnc2SCC(=O)NCc2ccccc2)cc1
→ -0.8 | 0% | 2% | 0 | 0.1 | -9% | -3% | 0% | 0
(28) COC(=O)c1ccccc1NC(=O)C1CC=CCC1C(=O)O (stereo not drawn)
→ 0.4 | -11% | -9% | 1 | 0.1 | 21% | -3% | 1% | -1
(29) Cn1cnnc1SCC(=O)NN1C(=O)NC(C)(c2ccccc2)C1=O (stereo not drawn)
→ 1.1 | 3% | -2% | -8 | 0.1 | 0% | -13% | 11% | -4
(30) COc1ccc(CCN2CC(C(=O)NCCN3CCOC3=O)CCC2=O)cc1 (stereo not drawn)
→ 0.7 | 2% | 0% | -4 | 0.3 | 4% | -18% | 12% | -4
(31) C[C@@H](NC(=O)c1nc[nH]c1C(=O)N1CCN(C(=O)OC(C)(C)C)CC1)c1ccccc1
→ -0.3 | 8% | -2% | 5 | 0.2 | 5% | -25% | 7% | -7
(32) COc1ccc(/C=C/C(=O)N(c2ccccn2)C2CCCCC2)cc1OC
→ 0.2 | -3% | -9% | 1 | -0.4 | -15% | -17% | ? | 7
(33) CCOC(=O)N1CCN(C(=O)c2cccn3c(=O)c4cc(Br)ccc4nc23)CC1
→ -0.8 | -1% | 1% | 4 | 0.5 | 30%[57.1 µM] | -10% | 3%[57.1 µM] | -4
(34) CCOc1ccc(S(=O)(=O)Nc2ccccc2C(=O)N2CCCC2)cc1
→ 0.1 | 12% | 1% | 17 | 0.1 | 8%[57.1 µM] | -3% | 10%[57.1 µM] | -7
(35) Cc1ccc(C(=O)Nc2cccc(S(=O)(=O)N(C)c3ccccc3)c2)o1
→ -0.1 | 6% | -5% | -5 | 0.0 | -4% | -21% | 5% | 8
(36) Clc1ccccc1-c1nc2ccccc2[nH]1
→ 1.0 | -3% | 8% | -6 | 0.4 | 5% | -16% | 30% | 1
(37) O=C(/C=C/c1ccco1)Nc1sc2c(c1C(=O)O)CCC2
→ 0.6 | 21% | ? | -5 | -0.6 | -12% | 0% | ? | -3
(38) CN(C)/C=N/c1nc2nccc(-c3cccnc3)n2n1
→ -0.4 | -1% | -10% | 1 | 2.2 | 112%[activator][57.1 µM] | -13% | 2%[57.1 µM] | -2
(39) COc1ccc(-c2c3c(=O)n(C)c(=O)n(C)c3cn2NC(C)=O)cc1
→ 0.2 | 9% | -9% | -7 | 0.0 | 12% | ? | -1% | -2
(40) CC1CN(S(=O)(=O)c2cccc(C(=O)NCC3COc4ccccc4O3)c2)CC(C)O1 (stereo not drawn)
→ 0.0 | 3% | 0% | -7 | 1.1 | 0% | -22% | 19% | 2

Overlap with the part before: 2 compounds, followed by the next part.
Results follow in this order: TRHR ag | IDH1 R132H inh | Pin1 inhibitor | D2 antag | D2 ag | TrxR1 substrate | USP1 inh | TrxR1 inh | TRHR enhancer
(39) COc1ccc(-c2c3c(=O)n(C)c(=O)n(C)c3cn2NC(C)=O)cc1
→ 0.2 | 9% | -9% | -7 | 0.0 | 12% | ? | -1% | -2
(40) CC1CN(S(=O)(=O)c2cccc(C(=O)NCC3COc4ccccc4O3)c2)CC(C)O1 (stereo not drawn)
→ 0.0 | 3% | 0% | -7 | 1.1 | 0% | -22% | 19% | 2
(41) COC(=O)[C@]1(CC(C)C)N[C@H](c2ccc(-c3ccc(F)cc3)cc2)[C@@H]2C(=O)N(C)C(=O)[C@@H]21
→ 0.8 | -12% | ? | 4 | 0.2 | 0% | -35% | -13% | 1
(42) Cc1nc(C(=O)Nc2ccccc2)sc1C1(C)CC(c2cccnc2)=NO1 (stereo not drawn)
→ 0.6 | -5% | -3% | -22 | -0.9 | 10%[57.1 µM] | -18% | 12%[57.1 µM] | -7
(43) Cc1cccc(OCC(=O)O/N=C(\N)Cc2ccc(Cl)cc2)c1
→ 0.5 | 9% | -1% | -2 | 1.2 | -5% | -7% | 5% | -3
(44) Nc1nnc(SCc2ccccc2Cl)s1
→ -0.4 | 5% | 6% | 5 | 0.8 | -7% | -15% | -7% | 2
